# Assay outcomes from PubChem.
# PAD4 inh: inhibitors of human PAD4; Q9UM07; recombinant PAD4, RCA probe fluorescence polarization; inhibition, % at 6.36 µM; 0.41% of 330,000 active; AID 485272;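 active = percent inhibition above a cutoff equal to the mean of all tested compounds plus 3 SD, cut at about 15% in these data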;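 note: 0% = PAD4 with RCA probe and DMSO and 100% = probe without PAD4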
# BCLXL inh: inhibitors of human Bcl-xL; inhibition, % at 10.9 µM; AID 2129; GST-Bcl-xL / FITC-Bim BH3 peptide fluorescence polarization; 0.7% of 320,000 active;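 active = inhibition above the mean of all tested compounds plus 3 SD, cutoff set per campaign, cut at about 30% in these data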;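 note: 0% = DMSO wells and 100% = unlabeled Bim-BH3 peptide competitor; inhibitors lower millipolarization by displacing the labeled peptide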
# Target sequence (Q07817 whole entry, looked up): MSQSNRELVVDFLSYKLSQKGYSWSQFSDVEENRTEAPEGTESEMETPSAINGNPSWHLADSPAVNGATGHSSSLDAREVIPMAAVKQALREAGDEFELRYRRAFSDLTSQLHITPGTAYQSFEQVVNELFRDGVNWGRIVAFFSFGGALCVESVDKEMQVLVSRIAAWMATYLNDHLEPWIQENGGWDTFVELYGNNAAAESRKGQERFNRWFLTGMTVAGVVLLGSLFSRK
# TPT1 inhibitor: inhibitors of Candida albicans tRNA 2'-phosphotransferase TPT1; recombinant caTPT1, FP RNA substrate dephosphorylation; inhibition, % at 5 µM; 0.81% of 300,000 active;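 active = inhibition above the mean of all tested compounds plus 3 SD, set per screening campaign, cut at about 24% in these data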;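 note: plate controls were DMSO alone for no effect and ferristatin control at 100 nM for full effect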
# GSTO1 inh: blocks human GSTO1 in RBBP9 counter-screen; P78417; recombinant GSTO1, activity-based probe fluorescence polarization; inhibition, % at 5.96 µM; 1.1% of 300,000 active;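 active = inhibition above the campaign mean inhibition plus 3 SD, cut at about 35% in these data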;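 note: 0% = GSTO1-1 with DMSO and 100% = wells lacking GSTO1-1 enzyme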
# Fam108B inh: counter-screen for RBBP9 inhibitors: inhibitors of mouse Fam108B; recombinant Fam108B, FP-Rh probe fluorescence polarization; inhibition, % at 9.51 µM; 0.33% of 300,000 active;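 active = inhibition above the screen mean inhibition plus 3 SD, computed separately per campaign, cut at about 18% in these data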;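 note: inhibitors lower polarization as less probe binds the enzyme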
# GLD-1 RNA inh: GLD-1-TGE RNA interaction inhibition (C. elegans). purified GLD-1 + fluorescein TGE RNA, fluorescence polarization. Q17339. 0.44% of 320,000 active. inhibition, % at 5.96 µM;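 active = percent inhibition above a per-plate cutoff, the plate mean of test compounds plus 3 SD, cut at about 30% in these data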;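 note: 0% = DMSO wells with GLD-1 and probe and 100% = wells lacking GLD-1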
# MCL1-BIM inh: MCL1-BIM-BH3 interaction inhibition (human); Q07820; AID 2057; 0.68% of 320,000 active; GST-MCL1 / FITC-Bim-BH3 fluorescence polarization; inhibition, % at 10.9 µM;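 active = inhibition above the mean inhibition of all tested compounds plus 3 SD, set per campaign, cut at about 40% in these data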;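 note: 0% = DMSO wells and 100% = unlabeled Bim-BH3 peptide control; higher means more loss of mP so more displacement of Bim peptide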
# MEX-5 binding: C. elegans MEX-5 TCR-2 RNA binding activity. Q9XUB2. MEX-5/FITC-TCR2 RNA binding, fluorescence polarization; stronger effect = lower value. activity score (negative = inhibition of binding), % at 10 µM. 0.38% of 300,000 active. AID 1832;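 active = inhibition past about -25% in most replicates, and total fluorescence under double the plate's negative control median, limit read from the data; inconclusive = replicates evenly split on the limit, or fluorescence at least double controls; inactive = too little inhibition in most replicates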;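 note: 0% = DMSO and -100% = 5 µM competing unlabeled TCR2 RNA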
# Target sequence (Q9XUB2 whole entry, looked up): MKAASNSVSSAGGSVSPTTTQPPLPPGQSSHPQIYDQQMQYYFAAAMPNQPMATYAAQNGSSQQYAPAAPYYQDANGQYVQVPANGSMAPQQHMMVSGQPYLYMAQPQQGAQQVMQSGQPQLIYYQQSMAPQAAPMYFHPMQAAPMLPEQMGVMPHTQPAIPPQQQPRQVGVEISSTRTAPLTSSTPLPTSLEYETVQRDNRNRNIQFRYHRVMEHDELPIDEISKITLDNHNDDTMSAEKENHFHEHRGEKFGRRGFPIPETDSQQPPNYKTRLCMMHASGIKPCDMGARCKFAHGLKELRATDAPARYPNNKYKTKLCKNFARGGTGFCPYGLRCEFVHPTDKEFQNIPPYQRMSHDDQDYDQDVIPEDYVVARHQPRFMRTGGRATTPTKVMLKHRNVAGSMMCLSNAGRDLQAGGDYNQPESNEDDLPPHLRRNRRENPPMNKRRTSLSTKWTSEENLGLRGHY
# PME-1 primary: blocks human protein phosphatase methylesterase 1. recombinant PME-1, FP-Rh probe fluorescence polarization. 0.53% of 320,000 active. inhibition, % at 5.9 µM. Q9Y570;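 active = inhibition above the campaign mean of all compounds plus 3 SD, cut at about 26% in these data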;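 note: competitive labeling of PME-1 active site by serine hydrolase directed probe; 0% = PME-1 with DMSO and 100% = wells lacking PME-1 enzyme; inhibitors block probe labeling so polarization falls and inhibition rises; many of its hits are not listed in these tables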
# Target sequence (Q9Y570 whole entry, looked up): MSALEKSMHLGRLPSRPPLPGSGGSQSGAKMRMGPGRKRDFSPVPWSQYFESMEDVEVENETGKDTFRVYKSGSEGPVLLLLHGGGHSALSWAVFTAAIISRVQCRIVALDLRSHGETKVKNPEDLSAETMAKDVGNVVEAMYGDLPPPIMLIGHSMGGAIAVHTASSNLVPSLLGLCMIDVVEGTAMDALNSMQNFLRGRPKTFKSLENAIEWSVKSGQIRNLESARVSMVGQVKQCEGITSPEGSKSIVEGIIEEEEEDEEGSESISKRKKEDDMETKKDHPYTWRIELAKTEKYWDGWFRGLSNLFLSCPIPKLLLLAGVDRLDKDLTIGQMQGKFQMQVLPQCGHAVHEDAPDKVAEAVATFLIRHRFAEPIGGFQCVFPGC
# Starred values were filed as active, the others as inactive; ? = inconclusive; / = not tested or not shown.
nr	SMILES	PAD4 inh	BCLXL inh	TPT1 inhibitor	GSTO1 inh	Fam108B inh	GLD-1 RNA inh	MCL1-BIM inh	MEX-5 binding	PME-1 primary
1	O=C(CCc1[nH]c2ccccc2c1Sc1ccccc1)N(CCO)CCO	3	3	-3	3	4	2	3	0.1	-1
2	COc1ccc(NC(=O)Cc2c(Sc3ccccc3)c3ccccc3n2C)cc1	2	-4	4	1	-4	4	-9	-0.4	0
3	CC(NS(=O)(=O)c1ccc(Cl)cc1)C(=O)N1CCOCC1 (configuration not stated)	1	8	-2	1	0	2	4	-1.4	1
4	COc1cc(/C=N/n2c(COc3ccccc3)n[nH]c2=S)cc(Br)c1O	2	2	0	12	3	-4	-2	-10	2
5	CC(C)CCNC(=O)c1cc([N+](=O)[O-])ccc1N1CCOCC1	-2	6	-3	1	3	3	4	1.5	-8
6	CN1CCN(C(=O)C2CCCN(S(=O)(=O)c3ccccc3)C2)CC1 (configuration not stated)	-2	10	-6	-3	-4	4	11	-2.5	-2
7	COc1ccccc1NC(=O)N(Cc1ccco1)Cc1cc2ccc(C)c(C)c2[nH]c1=O	-2	2	1	-7	-3	-7	3	-0.6	4
8	CN(C(=O)COC(=O)CCc1c[nH]c2ccccc12)c1ccccc1	-6	0	2	8	-1	1	-2	3.1	-6
9	Cc1cccc(N(CC(=O)N/N=C/c2ccccc2C(=O)O)S(C)(=O)=O)c1C	-5	3	1	9	-2	-4	7	-0.8	5
10	Cc1cc(C(=O)OCC(=O)NCCC(C)C)c2ccccc2n1	-7	-1	1	-1	-4	-1	-5	2.0	7
11	Cc1cccc(C)c1OCC(=O)NCC1COc2ccccc2O1 (configuration not stated)	-7	2	/	/	/	4	2	/	1
12	Cc1ccc2c3c1C(=O)C(=O)N3C(C)(C)CC2C (configuration not stated)	-1	6	1	8	0	-2	-3	-1.5	5
13	COc1cccc(CNC(=O)c2ccc(Cl)c(S(=O)(=O)N3CCOCC3)c2)c1	-1	0	/	/	/	3	2	/	6
14	CCc1noc(C)c1C(=O)OCC(=O)N(C)c1c(N)n(Cc2ccccc2)c(=O)[nH]c1=O	2	0	0	9	-4	8	-2	-0.8	-1
15	O=C(Cc1c(F)cccc1Cl)N(Cc1ccccc1)c1ccccn1	-6	0	-2	5	1	1	-11	-5.3	-2
16	CSc1nnc(C)c(=O)n1COC(=O)COc1ccccc1F	2	3	-5	2	0	4	0	0.3	1
17	COc1ccc(CCNC(=O)C(C)SCc2ccccc2)cc1 (configuration not stated)	-10	5	-3	-1	1	3	11	0.8	2
18	COc1cc(C#CC#CCN2CCCCC2)ccc1O	-6	0	1	0	-1	-5	10	0.1	2
19	CCOC(=O)C1CCCN(Cc2ccccc2OCC)C1 (configuration not stated)	-2	2	1	-5	2	2	11	-5.6	0
20	Cn1c(CC(=O)Nc2ccccc2)nnc1SCCOc1ccccc1	2	-3	3	5	1	-1	-4	-0.3	-1
21	CCS(=O)(=O)N1CCC(C(=O)NCCCN2CCCCCC2)CC1	1	4	4	-2	1	5	7	-0.5	-3
22	N=C1C(c2nc3ccccc3s2)=C(O)CN1C1CCCCC1	0	-4	2	0	0	15	7	1.7	0
23	COc1ccc(-n2nc3cc(N)c(Br)cc3n2)cc1	-9	0	3	17	6	3	3	1.5	16
24	CSc1cccc(NC(=S)NCCCO)c1	1	18	-5	16	1	8	17	-1.1	-3
25	CN1OC(CC(=O)O)N(c2ccc(Cl)cc2)C1=O (configuration not stated)	3	2	1	-6	-4	6	2	0.1	0
26	Cc1c(NC(=O)c2cc(C3CC3)on2)c(=O)n(-c2ccccc2)n1C	4	0	-2	7	-2	0	-2	2.6	-4
27	CCOC(=O)C1CCN(C(=O)c2cc(C(C)(C)C)nn2Cc2ccccc2)CC1	1	7	-2	16	1	6	4	0.4	-3
28	CC(C)(C)C1CCc2c(sc(NC(=O)c3cc(C4CC4)on3)c2C#N)C1 (configuration not stated)	-1	4	-3	-6	-1	3	3	0.9	-6
29	O=c1[nH]c(=O)n(Cc2ccccc2)c2nc(-c3cccs3)n(CCO)c12	-2	2	0	-5	-2	-1	-1	-2.2	-3
30	CN(C)c1ccc(-c2ccccc2)nn1	0	1	2	-3	1	-3	-1	1.1	-2
31	CC(C)n1cc(CN2CCC(C(=O)Nc3cccc(-c4cccc(Cl)c4)c3)CC2)cn1	1	8	1	-2	0	5	9	-1.2	2
32	CC(C)(C(=O)c1ccccc1)/[N+]([O-])=C/c1ccc(F)cc1	1	4	-1	0	0	-1	9	0.4	1
33	Cc1ccc(S(=O)(=O)N(C)c2ccccc2C(=O)N2CCOCC2)cc1	1	2	0	4	-1	-4	-1	2.2	5
34	Cc1ccc2cccc(NC(=S)NC(=O)c3ccn(C)n3)c2n1	-1	10	0	8	-3	8	16	0.0	1
35	COc1ccccc1NC(=O)C(C)Sc1nnnn1C (configuration not stated)	0	9	-4	1	0	2	0	1.1	-6
36	CC(Oc1ccc(Br)cc1)C(=O)NNC(=O)CCN1CCN(c2ccccc2)CC1 (configuration not stated)	2	-8	-2	-1	-1	11	-11	1.0	1
37	CCNC(=S)NNc1nnc(-c2ccccc2)c(-c2ccccc2)n1	4	1	2	-5	-3	10	5	-0.9	2
38	Cn1c(=O)c2c(SCc3ccccn3)nc(C3CC3)nc2n(C)c1=O	3	4	0	1	2	6	1	1.5	2
39	O=C(/C=C/NNC(=O)c1ccccc1)c1ccc(Br)cc1	-2	4	5	8	5	3	4	-0.4	-5
40	CCCCN1C(N)=NC[C@@H]1CCCCN	-3	-1	0	4	1	-1	0	0.1	1
41	COc1ccc(C2CCCCCN2Cc2nc3ccccc3c(=O)n2CC(N)=O)cc1 (configuration not stated)	6	0	3	5	1	4	-5	-0.9	-1
42	CCOc1ccccc1NC(=O)c1cccc(NC(=O)C2CCCC2)c1	1	9	-2	-3	-4	1	6	2.5	0
43	CCOc1ccccc1N1CCN(C(=O)c2ccc(S(=O)(=O)Nc3ccccc3)cc2)CC1	4	5	/	/	/	-3	6	/	11
44	Cc1nc(/C(N)=N/OC(=O)c2ccccc2Cl)c(C(F)(F)F)o1	-1	9	0	3	-2	1	7	2.3	-4
45	COc1ccc2cc3cc(C(=O)NCc4cccs4)oc3nc2c1	5	-19	-1	-13	-8	-4	-35	-1.8	-15
46	Fc1ccc(-n2cc(-c3ccccc3)c3c(NN4CCOCC4)ncnc32)cc1	4	4	-3	5	1	-2	9	2.2	-3
47	O=C(c1ccc(F)cc1)C1CCN(C(=O)c2c(F)cccc2F)CC1	0	2	-2	-2	-2	2	9	1.9	3
48	C=CCOc1cccc(C(=O)N2CCCC(Nc3ccc(F)cc3)C2)c1 (configuration not stated)	1	4	1	-8	4	-15	1	-0.1	7
49	Nc1nc2c([N+](=O)[O-])cccc2s1	-5	-2	2	1	-4	1	-6	-1.3	2
50	CCc1ccc(S(=O)(=O)NC(CC(=O)O)c2ccccc2)cc1 (configuration not stated)	-2	6	-1	-4	-1	-5	2	-0.8	3
51	Cc1ccc(C(C)NC(=S)NCc2ccc(F)cc2)c(C)c1 (configuration not stated)	-2	1	0	-1	-3	-7	10	-3.3	5
52	NS(=O)(=O)c1ccc(NC(=S)NC(=O)c2cccs2)cc1	3	5	0	1	-3	5	15	-2.7	10
53	Cc1ccc(CNc2ccc3c(c2)ncn3C(C)C)cc1	-11	12	-1	2	5	4	4	4.0	0
54	O=C(Nc1ccccc1)NN(C(=O)CCl)c1ccccc1	-2	3	-3	82*	-2	3	3	-1.4	-3
55	O=C(Nc1ccc(N2CCOCC2)c(Cl)c1)c1cc(F)c(F)cc1Cl	-1	7	-2	0	3	2	8	0.0	2
56	Cc1cccc[n+]1CC(=O)c1ccccc1	2	3	-4	5	1	1	10	-0.3	-4
57	CCOC(=O)C1CCN(C(=O)CN(c2cccc(OC)c2)S(=O)(=O)c2ccccc2)CC1	1	2	-6	5	3	-1	2	0.1	6
58	Cc1nc(CN2CCOCC2)cc(=O)[nH]1	1	-3	-5	6	0	2	8	3.6	1
59	COc1cccc(C(=O)N/N=C2\SCC(=O)N2Cc2ccc3c(c2)OCO3)c1	-4	1	0	4	0	3	1	-2.3	-5
60	O=C(COC(=O)/C=C/c1ccccc1)NCc1ccccc1Cl	-2	-2	-5	-3	-6	-6	4	-3.3	0

# Later entries
nr	SMILES	PAD4 inh	BCLXL inh	TPT1 inhibitor	GSTO1 inh	Fam108B inh	GLD-1 RNA inh	MCL1-BIM inh	MEX-5 binding	PME-1 primary
61	NNc1nc2cccnc2n(CCNc2ncc(C(F)(F)F)cc2Cl)c1=O	-1	3	-5	2	-2	-4	5	3.4	-3
62	CCOC(=O)C1CCN(CCC(=O)Nc2ccccc2)CC1	-3	2	-2	1	4	3	3	-1.1	1
63	CC(C)n1nc(CC(=O)O)c2ccccc2c1=O	1	3	-1	7	-3	-8	6	5.1	-1
64	COc1cc(OC)cc(-n2nc(C(=O)N3CC(C)CC(C)C3)c3ccccc3c2=O)c1 (configuration not stated)	-9	6	0	1	4	6	5	/	-12
65	Cc1cc(C(=O)N/N=C/c2ccc3c(c2)OCO3)c(C)n1-c1ccc(F)cc1	-4	-6	0	7	3	1	-9	-1.8	-10
66	COc1cc2c(cc1OC)CN(CC(=O)Nc1ccccc1C(=O)NCc1ccccc1)CC2	3	0	-7	0	0	3	0	3.2	1
67	O=C(Cc1cccs1)N/N=C/C=C\c1ccccc1[N+](=O)[O-]	3	3	0	1	-6	12	4	0.7	2
68	COC(=O)c1cc2ccsc2n1Cc1nc(-c2ccc(Cl)cc2)oc1C	4	4	1	9	-1	5	3	2.3	-5
69	COc1ccccc1C(=O)Nc1ccc(NC(=O)c2ccco2)c(C)c1	1	-2	-3	0	1	17	-4	2.5	-1
70	O=C(CSc1ccc2ccccc2c1)NCCc1ccc(O)c(O)c1	-1	26	0	52*	-1	-1	34	-6.2	4
71	Cc1ccc(S(=O)(=O)CCC(=O)OCc2ccc(Cl)c(Cl)c2)cc1	0	-2	2	22	-1	6	-6	0.7	0
72	Cc1ccc(CN(Cc2cccnc2)C(=S)Nc2cc(Cl)ccc2C)cc1	-5	7	-2	4	-8	6	3	-0.7	-4
73	O=C(CCc1ccc(S(=O)(=O)NC2CCCCC2)cc1)NCc1cccnc1	-4	0	2	6	4	-7	-3	0.0	-3
74	COc1ccc(C(=O)NC2CCN(CC(=O)Nc3cccc(C)c3)CC2)cc1OC	-6	4	-2	-5	8	3	7	-0.1	5
75	O=C(c1ccccc1)c1c[nH]c(C(=O)NNc2ccccc2)c1	-1	7	-2	3	-4	5	5	2.0	5
76	O=C(O)C(CCCCN1C(=O)C2C3C=CC(C3)C2C1=O)N1C(=O)C2C3C=CC(C3)C2C1=O (configuration not stated)	-3	2	2	6	5	-3	-1	2.6	-9
77	COC(=O)c1cc2c(C)c(C)c3ccccn3c-2c1C(=O)OC	4	112*	-65	8	1	86*	115*	?	15
78	COc1ccc(/C=C2\SC(=O)N(CC(=O)NNC(=O)c3ccccc3O)C2=O)cc1OC	2	2	3	38*	7	2	5	-1.4	-13
79	COc1ccc(CNC(=O)C2=CC(c3ccc(OC)cc3)=NS(=O)(=O)N2C)cc1	1	4	-4	-3	-1	3	4	1.8	5

# This is a subset, so the mix of outcomes need not match the whole.
